# CHOP inh: blocks CHOP induction under ER stress. inhibition, % at 10 µM. 220,000 compounds, 3.8% hits. CHO-K1 CHOP-promoter luciferase, tunicamycin-induced, 15-18 h;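 active means compounds that reduced the stress-induced luciferase reporter signal by more than about 70% of percent inhibition, limit read from the data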;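 further: 0% = tunicamycin plus vehicle and 100% = wells without tunicamycin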
# zfTRPN1 agonist: zebrafish TRPN1 (NompC) channel agonism; HEK293 zebrafish TRPN1-YFP, Fluo-8 calcium fluorescence; 100% = response to 87 µM carbachol; activation, % at 3 µM; 220,000 compounds, 0.18% hits;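 active means activation above its plate's cutoff, the mean activation of test wells on that plate plus 3 SD, cut at about 19% in these data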;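 further: 0% = DMSO alone and 100% = 87 µM carbachol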
#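 Assay system: Zebrafish TRPN1-YFP in HEK293 cells | Incubation: Dye loading 1 h at 37 °C, then 30 min room temperature | Measured by: Kinetic Fluo-8 fluorescence, ex 470-495, em 515-575 nm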
# TRPML3 ag: human mucolipin-3 channel agonism; activation, % at 3 µM; HEK293 TRPML3-YFP, Fluo-8 calcium fluorescence; 100% = the carbachol control signal; 220,000 compounds, 0.29% hits; AID 1448;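 active means activation above its plate's cutoff, the mean activation of the plate's test wells plus 3 SD, cut at about 12% in these data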;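 further: 0% = DMSO only wells and 100% = carbachol wells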
#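 Material: HEK293 cells stably carrying human TRPML3-YFP; compound dosing: single dose, 3 µM final nominal compound, 0.3% DMSO final; incubation: 1-h 37 °C dye load, 5-s basal, 120-s post-compound reads; technique: Fluo-8 intracellular calcium fluorescence, excitation 470-495 nm, emission 515-575 nm; read-out basis: percent activation from peak-to-basal fluorescence ratio, scaled between DMSO and carbachol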
# PPC-1+TRAIL kill: kills PPC-1 cancer cells in the presence of TRAIL; 220,000 compounds, 0.41% hits; PPC-1 cells + TRAIL, ATPLite viability luminescence; cell killing (% activity), % at 4 µM;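 active means cell killing above 50% in the first pass at 4 µM, then a duplicate retest at 5 µM averaging 50% or more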;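 further: plate controls were cells with TRAIL plus DMSO for no effect and medium-only wells lacking cells for full effect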
# EBV gp42 block: blocks Epstein-Barr virus glycoprotein 42 binding. Q1HVG2. Fluorescence polarization binding assay, mP read-out. inhibition, % (tested at 21.74 µM). 220,000 compounds, 0.42% hits; in the data active means inhibition above about 50%
# Target sequence (Q1HVG2 whole entry, looked up): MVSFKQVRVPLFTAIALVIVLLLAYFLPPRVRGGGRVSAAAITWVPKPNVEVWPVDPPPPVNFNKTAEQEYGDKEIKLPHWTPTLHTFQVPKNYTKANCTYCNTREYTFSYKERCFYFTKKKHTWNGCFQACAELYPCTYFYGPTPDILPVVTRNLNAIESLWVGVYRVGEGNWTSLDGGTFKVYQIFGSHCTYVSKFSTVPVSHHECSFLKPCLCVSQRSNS
# Runt-SMMHC FRET: blocks binding of human RUNX1 Runt domain to CBFb-SMMHC | Cerulean-Runt/Venus-CBFb-SMMHC FRET ratio 530/480, 1 h | AID 1434 | 220,000 compounds, 0.74% hits | inhibition, % at 20 µM;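 active means mean inhibition across duplicate retests at 20 µM reaching about 50%, limit read from the data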;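 further: 0% = DMSO wells and 100% = wells with excess untagged CBFb-SMMHC; inhibitors lower the FRET ratio by blocking Runt binding to CBFb-SMMHC; some results filed as inactive read as strong as hits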
# MDM2 E3 inh: blocks human Mdm2 ubiquitin ligase activity | 210,000 compounds, 0.11% hits | Q00987 | AID 1230 | cell-based MDM2 ubiquitination luciferase reporter, 2 h; 0 = plate control, 100 = twice control, blank-subtracted | signal enhancement, % at 5 µM;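 active means signal enhancement of 30% or more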;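 further: luminescence tracks abundance of the self-degrading MDM2-luciferase fusion protein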
#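 Timing – 2 h compound exposure at 37 °C · Assay system – mammalian cells stably expressing self-ubiquitinating, self-degrading MDM2 E3–luciferase fusion · Amount – 2000 cells seeded into each well · Measure – % luminescence enhancement versus blank-corrected plate control mean · Measured by – SteadyLite luminescence, 15 min reagent step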
# TNF necrop inh: blocks TNF-alpha induced death of Jurkat FADD-/- cells; 220,000 compounds, 0.068% hits; activation (protection from cell death), % at 10 µM; AID 463075; Jurkat FADD-/- TNF necroptosis rescue, ATP luminescence, 24 h; 0 = TNF only, 100 = no-TNF cells;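 active means activation, meaning protection from cell death, of at least 50% relative to plate controls; inactive means activation below 50%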;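 further: necroptosis triggered by 40 ng/mL TNF-alpha added together with compound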
# NCF1 inh: p47phox (human) inhibition; 220,000 compounds, 0.53% hits; p47phox/p22phox peptide binding, fluorescence polarization, 2 h; inhibition, % at 24.7 µM; P14598;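 active means inhibition above about 30%, limit read from the data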;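 further: 0% = p47phox with labelled peptide and 100% = labelled peptide alone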
# Target sequence (P14598 whole entry, looked up): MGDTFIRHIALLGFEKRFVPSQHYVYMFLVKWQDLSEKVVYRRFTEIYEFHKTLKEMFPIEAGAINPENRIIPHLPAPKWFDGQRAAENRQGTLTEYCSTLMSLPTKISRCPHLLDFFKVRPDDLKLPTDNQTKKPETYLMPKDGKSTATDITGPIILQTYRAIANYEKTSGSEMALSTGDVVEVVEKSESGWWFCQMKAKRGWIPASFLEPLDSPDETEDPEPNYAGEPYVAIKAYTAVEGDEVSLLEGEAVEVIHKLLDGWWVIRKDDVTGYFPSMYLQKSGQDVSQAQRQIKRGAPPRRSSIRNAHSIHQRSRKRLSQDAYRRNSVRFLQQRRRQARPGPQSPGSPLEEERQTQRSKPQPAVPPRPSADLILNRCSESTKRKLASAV
# The depositor's hits bear a star; / = no result given.
canonical_smiles	CHOP inh	zfTRPN1 agonist	TRPML3 ag	PPC-1+TRAIL kill	EBV gp42 block	Runt-SMMHC FRET	MDM2 E3 inh	TNF necrop inh	NCF1 inh
O=C(Cn1cnc2c(nnn2Cc2ccccc2F)c1=O)NCC1CCCO1 (configuration not stated)	-4	2.1	0.8	8	-18	-1	4	-1.2	0
CC(=O)OCC(=O)Nc1ccc([N+](=O)[O-])cc1Cl	19	-0.1	0.6	13	-3	0	-5	1.0	/
C=CCN(C)CCCNC(=O)/C=N/O	-6	1.8	0.8	3	-23	-2	-16	1.5	-20
Cc1cccc(-c2nc(CS(=O)CC(=O)N3CCc4ccccc4C3)c(C)o2)c1 (configuration not stated)	22	-1.2	-0.3	17	6	-2	-3	-1.3	-6
CCCC(C)NC(=O)c1ccc(OCc2ccc(Cl)cc2)c(OC)c1 (configuration not stated)	56	-2.3	-0.4	29	-18	3	-7	4.3	-20
Clc1ncnc2scc(-c3ccccc3)c12	42	-1.8	-0.6	25	-7	4	-4	-17	-9
CCOC(=O)c1nnn(-c2nonc2-n2cccc2)c1CCl	-126	-2.3	-0.3	-1	-6	2	-25	-6.0	-6
O=C(NNC(=O)C12CC3CC(CC(C3)C1)C2)[C@@H]1C[C@H]1c1ccccc1	12	1.1	0.7	11	-15	0	-10	-1.1	0
CC12CCC(C(=O)N3CCOCC3)([C@H](Br)C1=O)C2(C)C (some centres not stated)	14	2.2	1.1	1	-14	-2	-13	3.8	-10
CC1=C(C)CC(C(=O)NCC(=O)c2ccccc2)C(C(=O)O)C1 (configuration not stated)	-21	-0.4	0.9	13	2	2	-57	0.6	1
Cc1no[n+]([O-])c1COc1ccc(/C=N/n2nnnc2N)cc1	14	1.2	0.5	30	-13	-1	-9	0.0	2
C=CCOc1c(CNc2cccc(C(=O)O)c2)cccc1OC	-40	-0.5	0.1	13	-4	-5	-21	0.5	-3
CC1(C)CC(=O)C2=C(C1)OC(N)=C(C#N)C2c1ccc(OC(=O)N2CCOCC2)cc1 (configuration not stated)	32	0.5	-0.2	-4	-8	0	-11	-0.3	-9
CCCc1cc(=O)oc2cc3oc(C)c(C)c3cc12	12	1.2	-0.6	-1	-14	7	-8	-0.4	-9
C(=N\Nc1nc(N2CCCCC2)nc(N2CCCCC2)n1)/c1c[nH]c2ccccc12	101*	0.1	0.7	8	-3	3	-6	-0.1	-3
CCc1ccccc1NC(=O)c1nnn(CC(=O)Nc2cccc(C)c2)c1N	26	0.7	-0.4	7	20	0	-8	-0.2	-9
Cc1noc(C)c1C(=O)N1CCN(S(=O)(=O)c2cccc(Cl)c2Cl)CC1	0	2.0	0.0	-10	-9	0	-6	1.8	-7
CCN1CCN(CCC(=O)Nc2ccccc2OC)CC1	11	0.5	0.5	7	-11	1	-9	0.8	-11
CCCOc1ccc(N2C(=O)CC(NCCc3ccc(S(N)(=O)=O)cc3)C2=O)cc1 (configuration not stated)	-6	0.0	0.6	9	-6	3	-12	-0.2	3
Cc1ccccc1NC(=S)NCC1CCC(CNC(=S)Nc2ccccc2C)CC1 (configuration not stated)	15	0.8	0.1	8	-8	-7	6	-7.7	-1
COc1ccc(S(=O)(=O)N2CCCN(CC(=O)Nc3ccc(OC)c(Cl)c3)CC2)cc1	-6	0.9	0.3	7	-7	-3	2	-2.6	0
COc1ccc(NC(=O)c2ccc(COc3ccc(C)cc3)o2)cc1	8	-0.1	-0.3	9	-19	-6	-13	-0.8	-2
Cc1cc(C)cc(NC(=S)Nc2cccc3cnccc23)c1	37	-1.9	-0.5	47	3	25	-10	0.5	-13
CCc1ccc(-c2nnn(CCC(=O)OC)n2)cc1	75*	1.0	0.6	24	-3	0	-26	-2.1	-8
Cc1ccc(C)c(NC(=O)CN(C)C(=O)Cc2ccccc2)c1	-4	-0.8	0.0	21	-10	4	-6	2.5	-13
CC(=O)Nc1n[nH]c(S(=O)(=O)Cc2ccc(Cl)cc2Cl)n1	/	1.5	-0.3	7	/	2	/	0.5	/
O=C(Nc1cccc(C(F)(F)F)c1)c1ccc(-n2cncn2)nc1	61	3.5	0.1	4	1	1	1	2.8	-2
COc1ccc(C(=O)NCC(=O)NCC2(N(C)C)CCCCC2)cc1OC	9	0.0	0.7	12	-3	1	-6	-0.5	3
Cc1csc(NC(=O)c2nc(-c3ccccc3)n(-c3ccccc3)n2)n1	20	-0.4	-0.1	11	-1	2	-12	-0.6	-26
Cc1nnc(NC(=O)c2ccccc2-c2ccccc2C(=O)O)s1	14	-0.8	0.1	24	-23	-3	-41	1.9	-10

# CHOP inh, hit marks shown above.
Molecule | CHOP inh | TRPML3 ag | EBV gp42 block | Runt-SMMHC FRET | NCF1 inh
C(=N\Nc1nc(N2CCCCC2)nc(N2CCCCC2)n1)/c1c[nH]c2ccccc12 | 101* | 0.7 | -3 | 3 | -3
CCc1ccc(-c2nnn(CCC(=O)OC)n2)cc1 | 75* | 0.6 | -3 | 0 | -8

# Next section
canonical_smiles	CHOP inh	zfTRPN1 agonist	TRPML3 ag	PPC-1+TRAIL kill	EBV gp42 block	Runt-SMMHC FRET	MDM2 E3 inh	TNF necrop inh	NCF1 inh
CCOc1cccc(C(=O)Nc2cnn(Cc3ccccc3)c2)c1	-5	-1.6	-0.9	5	0	0	-17	-1.1	7
CC[C@@H]1CC=C[C@H]2[C@H]1C(=O)N(Cc1ccccc1)[C@H]2c1ccc(C(F)(F)F)cc1	38	/	/	9	1	-3	7	-5.8	-12
Cc1ccc(S(=O)(=O)Nc2ccc(C(=O)Nc3ccncc3)cc2)cc1	15	0.1	0.4	32	-15	4	-9	1.2	-4
CCCN(CCC)CCSc1nc(O)c(C(C)C)c(=O)[nH]1	29	1.9	1.0	5	3	-4	-4	0.5	6
OCC1OC(n2cnc3ccccc32)CC1O (configuration not stated)	7	1.5	2.2	18	-12	3	/	0.7	-2
CSCCC(NC(=O)c1ccc(Cl)cc1)C(=O)OCC(=O)Nc1cc(Cl)ccc1C#N (configuration not stated)	30	0.0	0.4	24	-13	0	2	0.5	-16
Fc1ccc(C2=CC(c3ccc(Br)o3)n3ncnc3N2)cc1 (configuration not stated)	11	3.5	2.4	10	62*	36	12	1.8	-18
COC(=O)c1ccc(C(=O)OC)c(NC(=S)N2CCCC(CO)C2)c1 (configuration not stated)	15	0.7	1.1	3	-6	28	-3	0.5	-5
CN(C)S(=O)(=O)c1ccc(C(=O)OCC(=O)NCc2ccco2)cc1	5	-0.9	0.2	33	-10	0	-22	-0.1	-9
O=C1N=C(N2CCOCC2)S/C1=C/c1ccc(-c2ccccc2Cl)o1	66	-0.2	-0.3	4	-1	-74	-7	-7.9	-11
O=C(CCCN1C(=O)c2ccccc2C1=O)Nc1nccs1	18	-1.0	1.1	34	3	-7	-15	1.2	-7
CCC(C)NC(=O)CNC(=O)Cn1c(C)cc2ccccc2c1=O (configuration not stated)	53	1.2	0.5	-8	-15	2	-6	0.1	-14
Cc1cc(C)nc(NS(=O)(=O)c2ccc(NC(=S)NC(=O)c3ccco3)cc2)n1	20	0.3	0.9	8	-12	1	3	-0.4	-6
O=C(CC1C(=O)NCCN1Cc1cccc(Oc2ccccc2)c1)NCCn1cccn1 (configuration not stated)	16	0.6	0.2	6	-3	-2	-11	-0.3	-25
CC1=CC(C)(C)NC(=S)N1c1cccc2ccccc12	7	0.6	0.0	14	1	3	-1	-1.5	4
O=C(CCC(=O)NNC(=O)c1ccccc1[N+](=O)[O-])NCc1ccccc1	0	-1.4	-0.8	-4	-10	3	-2	0.4	1
CCOC(=O)CSc1nnc(CNC(=O)c2cccs2)n1-c1cc(OC)ccc1OC	-2	-1.3	0.8	17	-6	-2	2	-1.5	-8
CC1(C)CC(=O)N(Cc2ccccc2)C(=O)C1	2	2.0	-0.1	22	-2	-2	1	21	-6
NC(=O)C[n+]1cccc(/C=N/O)c1	1	-0.7	-0.1	9	-9	-7	1	-0.1	-4
Cn1c(N)c(C(=O)COC(=O)c2ccccn2)c(=O)n(C)c1=O	16	0.6	0.9	2	-22	1	4	-0.1	-15
O=C(NCc1ccccc1)c1onc(CSc2ccc(F)cc2)c1C(=O)NCCCN1CCOCC1	4	-0.2	1.2	10	-13	2	4	0.2	-7
Cc1ccc(C(=O)CC(C(=O)O)n2ccc(C)n2)cc1 (configuration not stated)	-16	0.9	0.4	17	-4	-3	-8	-0.6	1
O=C(Nc1ccc(OCc2ccccc2)cc1)c1cccc([N+](=O)[O-])c1	41	0.1	0.5	11	-14	-8	4	1.7	-5
COc1cc(/C=N/Nc2snc(SC)c2C#N)ccc1O	-97	-0.2	-0.5	21	-10	27	-9	-17	-7
COc1cccc(NCc2ccc([N+](=O)[O-])s2)c1	-32	-0.2	-0.6	2	-9	-2	-11	-5.7	-2
CCN(Cc1cc2cc(OC)ccc2[nH]c1=O)C(=O)Cc1ccc(OC)cc1	-17	2.8	-0.4	11	-26	0	2	0.3	-4
c1ccc2c(c1)N1CCCN=C1N2CCN1CCCCC1	-4	1.5	0.9	12	4	2	-14	0.6	3
O=C(CCN1C(=O)c2ccccc2C1=O)Nc1ccc2c(c1)OCCO2	14	1.0	-0.4	2	-11	-5	14	-0.7	-9
CCOc1ccccc1NC(=O)Nc1cccc(NC(C)=O)c1	4	2.2	1.0	-4	-19	-2	6	3.0	-11
O=C(O)c1ccccc1C(=O)Nc1ccc(Oc2cccc3ccccc23)cc1	78*	1.2	1.3	5	-6	-4	-19	-0.6	-4
Cc1ccc(C(C(=O)NCc2ccco2)N(CCc2ccccc2)C(=O)Cn2nnc3ccccc32)o1 (configuration not stated)	7	-1.9	-0.8	-4	-1	0	-17	-2.2	-1
CC1=CCn2c(=O)c3ccccc3c(=O)n2C1	4	-0.6	-0.2	11	-5	13	-2	1.4	-3
O=C(NNC(=S)NCc1ccco1)c1cccs1	-16	-1.1	0.0	15	-6	0	-11	0.2	6
COc1cc(C(=S)N2CCOCC2)ccc1OC(=O)Cc1ccc(F)cc1	-19	1.7	0.4	3	-17	1	-7	0.8	-4
Cc1ccc(C(=O)NNC(=O)CSc2nnc(CNc3ccc(F)cc3)n2C)cc1	23	-1.1	-0.3	24	-29	-3	-8	0.0	6

# Looked up above:
# In EBV gp42 block, COc1cc(C(=S)N2CCOCC2)ccc1OC(=O)Cc1ccc(F)cc1 reads -17
# In EBV gp42 block, Cc1ccc(C(=O)NNC(=O)CSc2nnc(CNc3ccc(F)cc3)n2C)cc1 reads -29
